SENP7 block = blocks the human protease SENP7; Q9BQF6; recombinant SENP7, Z-RLRGG-aminoluciferin luminescence, 40 min; inhibition, % at 5 µM; hit rate 1.5% among 330,000;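 active = inhibition above about 50% at the single test dose, limit read from the data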;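 note: plate controls were DMSO with enzyme for no effect and no enzyme buffer wells for full effect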
SENP8 block-1 = inhibitors of human SENP8 protease; Q96LD8; recombinant SENP8, Nedd8 substrate fluorescence; inhibition, % at 20 µM; hit rate 0.64% among 360,000; AID 602440; in the data active = inhibition mostly above about 40%, no sharp cut-off; inactive = mostly below about 27%
PfG6PD inh = PfG6PD (Plasmodium falciparum) enzyme inhibition | PfGluPho enzyme, NADPH resazurin-diaphorase fluorescence | AID 504690 | hit rate 0.78% among 350,000 | inhibition, % at 20 µM;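 active = inhibition reaching at least a set limit at 20 µM in the primary screen, cut at about 59% in these data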;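 note: 0% = DMSO wells with substrate and 100% = DMSO wells lacking glucose-6-phosphate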
SENP6 block = blocks the human protease SENP6; Recombinant SENP6 catalytic domain, aminoluciferin luminescence; AID 2599; inhibition, % at 10 µM; hit rate 1.8% among 330,000; Q9GZR1;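 active = inhibition above about 50% at the single tested dose, limit read from the data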;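 note: plate controls were DMSO wells with enzyme for no effect and DMSO wells lacking enzyme for full effect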
Apaf1 inhib = blocks human Apaf-1 apoptosome activity | O14727 | reconstituted apoptosome caspase-3 activity, DEVD-Rh110 fluorescence | inhibition, % at 20 µM | hit rate 0.71% among 330,000; active = inhibition of at least 40% at 20 µM;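 note: plate controls were DMSO wells for no effect and DEVD-CHO caspase inhibitor wells for full effect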
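Assay system: Apoptosome proteins | Medium: pH 7.5 Hepes buffer with CHAPS, BSA, DTT | Also added: Cytochrome c and DEVD-Rh110 substrate | Times: 30 min plus 50 min, RT | Detection: Rhodamine 110 fluorescence at Ex 480/Em 540 nm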
HKDC1 inhibitor = blocks human hexokinase HKDC1 activity; Q2TB90; recombinant HKDC1, G6PDH/diaphorase resazurin coupled fluorescence; inhibition, % at 20 µM; hit rate 0.16% among 340,000; AID 493160;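 active = inhibition above about 35% when tested at 20 µM, limit read from the data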;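 note: plate controls were DMSO wells with enzyme for no effect and DMSO wells lacking enzyme for full effect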
Target sequence (Q2TB90 whole entry, looked up): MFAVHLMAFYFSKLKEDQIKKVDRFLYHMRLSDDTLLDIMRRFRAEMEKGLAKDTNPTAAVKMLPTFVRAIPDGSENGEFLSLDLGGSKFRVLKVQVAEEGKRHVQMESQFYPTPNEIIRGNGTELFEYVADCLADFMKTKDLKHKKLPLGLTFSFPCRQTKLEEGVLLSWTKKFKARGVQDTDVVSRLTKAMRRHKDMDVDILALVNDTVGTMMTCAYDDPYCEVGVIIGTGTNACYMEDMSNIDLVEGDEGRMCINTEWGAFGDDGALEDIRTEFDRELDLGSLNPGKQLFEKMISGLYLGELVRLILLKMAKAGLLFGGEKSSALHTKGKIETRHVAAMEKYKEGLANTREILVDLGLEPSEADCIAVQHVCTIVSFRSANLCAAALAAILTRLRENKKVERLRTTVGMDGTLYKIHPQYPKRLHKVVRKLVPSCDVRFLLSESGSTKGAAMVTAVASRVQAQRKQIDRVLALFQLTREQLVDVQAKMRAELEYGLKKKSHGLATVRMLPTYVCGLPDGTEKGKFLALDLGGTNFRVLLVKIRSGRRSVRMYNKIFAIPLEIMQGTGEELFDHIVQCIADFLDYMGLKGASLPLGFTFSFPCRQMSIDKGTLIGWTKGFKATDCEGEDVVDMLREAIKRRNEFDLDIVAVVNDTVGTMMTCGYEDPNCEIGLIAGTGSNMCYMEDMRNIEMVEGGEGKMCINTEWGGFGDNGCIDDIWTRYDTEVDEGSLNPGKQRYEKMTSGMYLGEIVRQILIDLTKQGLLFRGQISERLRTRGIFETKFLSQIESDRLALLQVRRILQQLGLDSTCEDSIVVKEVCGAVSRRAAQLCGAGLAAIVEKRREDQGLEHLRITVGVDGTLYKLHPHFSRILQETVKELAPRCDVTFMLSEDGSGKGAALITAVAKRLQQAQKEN
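Test system: recombinant HKDC1 (HK5) hexokinase enzyme, produced in-house / Doses: 20 µM test compound, 1% DMSO / Timing: 90 min, room temperature / Detection: G6PDH/diaphorase-coupled fluorescence, 1 mM NADP, 100 µM resazurin, 525/613 nm / Control set: DMSO wells with and without enzyme mix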
SENP8 block-2 = SENP8 protease inhibition | purified SENP8, Z-RLRGG-aminoluciferin cleavage, luminescence | AID 2540 | inhibition, % at 10 µM | hit rate 1.2% among 330,000; in the data active = inhibition above about 50%
SENP1 FRET inh = SENP1 (human) catalytic domain inhibition; Q9P0U3; recombinant SENP1 catalytic domain, CyPet-SUMO1-YPet FRET cleavage; inhibition, % at 10 µM; hit rate 0.21% among 360,000; AID 624204;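 active = inhibition at least 30% at 10 µM, raw YFP signal under a set limit, fluorescence ratio 0.5 to 1.5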;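 note: 0% = enzyme with DMSO and 100% = no enzyme wells; some results filed as inactive read as strong as hits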
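Assay system: hSENP1 catalytic domain, recombinant. Amount: SENP1 enzyme, 20 pM final. Schedule: 50 min reaction, RT, dark. Technique: FRET, CFP and YFP emission. Control set: no-enzyme wells low, DMSO-plus-enzyme wells high control.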
Active calls of the source: *; . = no result given.

| Structure | SENP7 block | SENP8 block-1 | PfG6PD inh | SENP6 block | Apaf1 inhib | HKDC1 inhibitor | SENP8 block-2 | SENP1 FRET inh |
| --- | --- | --- | --- | --- | --- | --- | --- | --- |
| Cc1cccc(NC(=S)N2CCC(c3nc4ccccc4o3)CC2)c1 | -5.9 | 14.5 | -6.6 | 1.0 | 2.9 | -2.5 | 3.8 | 1.6 |
| COc1c(Cl)cc(Cl)cc1CNCCNCC(C)O (stereo not drawn) | -8.4 | 21.0 | -10.1 | -27.5 | -32.9 | -12.5 | -5.8 | 0.2 |
| Cc1sc(NC(=O)c2ccco2)c(C(c2cccnc2)N2CCCC2)c1C (stereo not drawn) | 19.4 | -51.1 | -8.0 | -1.9 | 10.5 | 9.8 | -4.4 | -7.1 |
| Cc1cc(C(=O)CN2C(=O)NC(Cc3c[nH]c4ccccc34)C2=O)c(C)n1C (stereo not drawn) | -7.0 | -1.3 | 13.7 | 2.9 | -8.6 | -6.2 | -7.4 | -1.4 |
| O=C(CNS(=O)(=O)c1c(Cl)cccc1Cl)OCc1csc(-c2ccccc2)n1 | 11.1 | 9.9 | -3.6 | 3.5 | 26.0 | -8.7 | 1.5 | 1.0 |
| CCC1CCCCN1CCCNC(=O)C1CCC(=O)N1Cc1ccc(C)cc1 (stereo not drawn) | 2.8 | 1.5 | -8.5 | -13.8 | 13.2 | 4.7 | -0.6 | -29.6 |
| COC(=O)c1ccc(N2C(=O)c3ccc(OC)c(OC)c3C2=O)cc1 | 1.1 | -135.8 | -5.5 | -1.7 | -15.6 | 3.3 | 6.7 | -5.9 |
| O=C(CN(Cc1ccccc1)C(=O)CNS(=O)(=O)c1ccc(F)cc1)NCc1ccco1 | -0.3 | 7.0 | 3.3 | 2.3 | -0.8 | -5.3 | 6.6 | 0.5 |
| Cc1ccc(O)c(C=Nc2cc(C)ccc2O)c1 | 6.6 | 13.6 | 25.4 | 23.9 | 11.3 | -4.8 | 4.8 | 14.6 |
| CS(=O)(=O)Nc1cccc(S(=O)(=O)N2CCN(C(=O)c3ccccc3)CC2)c1 | 8.0 | 23.3 | -7.0 | -8.0 | -18.9 | -8.6 | -5.8 | 2.3 |
| CCN1CCN(C(c2ccc(C(F)(F)F)cc2)c2ccc3cccnc3c2O)CC1 (stereo not drawn) | -4.8 | 13.4 | -0.1 | -7.6 | 12.1 | -11.2 | -14.4 | 0.5 |
| C#CCOCCOCCOCCNc1nc(N2CCN(C(=O)Cn3cc(CC(C)O)nn3)CC2)nc(N2CCN(C(=O)[C@H](C)n3cc(CCCN=C(N)N)nn3)CC2)n1 (stereo partly drawn) | -0.9 | . | 16.6 | -1.6 | 21.1 | 12.9 | -3.1 | . |
| COC(=O)c1cc(NS(=O)(=O)c2ccc3c(c2)CCC(=O)N3)cc(C(=O)OC)c1 | -8.1 | -109.9 | -16.6 | -15.0 | -10.5 | -1.1 | -3.9 | -4.7 |
| Cc1nc2ccc3nc(NC(=O)c4ccc(S(=O)(=O)N5CCOCC5)cc4)sc3c2s1 | 4.6 | -166.8 | -4.8 | -10.2 | -80.1 | -5.6 | -1.0 | 24.1 |
| O=c1[nH]c(SCc2ccccc2)nc2[nH]ncc12 | 9.4 | 3.4 | 2.0 | -0.6 | -1.9 | 7.9 | 0.5 | 2.3 |
| N/C(Cc1cccc2ccccc12)=N\OC(=O)c1ccc2c(c1)OCO2 | -5.2 | 35.0 | 11.2 | -2.8 | 5.6 | -4.5 | -5.1 | 5.6 |
| Fc1ccc(NC(=S)Nc2ccc(Cl)cc2)cc1 | 8.1 | 9.6 | 1.8 | -12.8 | -18.7 | -3.9 | -2.2 | -1.3 |
| c1coc(-c2nnc3n2C2(CCCC2)Cc2ccccc2-3)c1 | -9.1 | 21.5 | -9.3 | -13.4 | 9.6 | -8.3 | -5.9 | 0.1 |
| COc1ccc(N2CCN(C(CNS(=O)(=O)c3ccc(C)cc3)c3ccccc3)CC2)cc1 (stereo not drawn) | 8.8 | 20.8 | 1.3 | 0.0 | 14.2 | 7.7 | 5.1 | -0.1 |

Six compounds from above, arranged by count of non-hydrogen atoms, low to high.
| Structure | SENP7 block | SENP8 block-1 | PfG6PD inh | SENP6 block | Apaf1 inhib | HKDC1 inhibitor | SENP8 block-2 | SENP1 FRET inh |
| --- | --- | --- | --- | --- | --- | --- | --- | --- |
| Fc1ccc(NC(=S)Nc2ccc(Cl)cc2)cc1 | 8.1 | 9.6 | 1.8 | -12.8 | -18.7 | -3.9 | -2.2 | -1.3 |
| c1coc(-c2nnc3n2C2(CCCC2)Cc2ccccc2-3)c1 | -9.1 | 21.5 | -9.3 | -13.4 | 9.6 | -8.3 | -5.9 | 0.1 |
| CCN1CCN(C(c2ccc(C(F)(F)F)cc2)c2ccc3cccnc3c2O)CC1 (stereo not drawn) | -4.8 | 13.4 | -0.1 | -7.6 | 12.1 | -11.2 | -14.4 | 0.5 |
| Cc1nc2ccc3nc(NC(=O)c4ccc(S(=O)(=O)N5CCOCC5)cc4)sc3c2s1 | 4.6 | -166.8 | -4.8 | -10.2 | -80.1 | -5.6 | -1.0 | 24.1 |
| O=C(CN(Cc1ccccc1)C(=O)CNS(=O)(=O)c1ccc(F)cc1)NCc1ccco1 | -0.3 | 7.0 | 3.3 | 2.3 | -0.8 | -5.3 | 6.6 | 0.5 |
| COc1ccc(N2CCN(C(CNS(=O)(=O)c3ccc(C)cc3)c3ccccc3)CC2)cc1 (stereo not drawn) | 8.8 | 20.8 | 1.3 | 0.0 | 14.2 | 7.7 | 5.1 | -0.1 |

Compound profiles, as listed above.
`COc1c(Cl)cc(Cl)cc1CNCCNCC(C)O` (stereo not drawn) in the list: SENP7 block: -8.4; SENP8 block-1: 21.0; PfG6PD inh: -10.1; SENP6 block: -27.5; Apaf1 inhib: -32.9; HKDC1 inhibitor: -12.5; SENP8 block-2: -5.8; SENP1 FRET inh: 0.2
`c1coc(-c2nnc3n2C2(CCCC2)Cc2ccccc2-3)c1` in the list: SENP7 block: -9.1; SENP8 block-1: 21.5; PfG6PD inh: -9.3; SENP6 block: -13.4; Apaf1 inhib: 9.6; HKDC1 inhibitor: -8.3; SENP8 block-2: -5.9; SENP1 FRET inh: 0.1

Source: PubChem BioAssay
